AMA1-RON2 inh: inhibitors of Plasmodium falciparum AMA1-RON2 interaction; AlphaScreen AMA1-biotinylated RON2 peptide binding; Potency, µM (series often up to 58.2 µM), for the others: at the highest dose activity change, negative = inhibition, usual class: inhibitors; 360,000 compounds, 0.2% hits; AID 720542;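 also: potency is read from the fitted curve at half-maximal effect; 0% = vehicle wells and -100% = peptide control; nearly all actives have a fitted effect of over 45% in size; some results filed as inactive show a strong effect at the top dose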
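AMA1 (3D7) with his tag at 25 nM final met compounds first, then biotinylated RON2 peptide at 25 nM; detection used donor plus acceptor beads, 10 µg/mL apiece, read by AlphaScreen after 30 min at room temperature.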
AmpC inh no detg: blocks E. coli AmpC beta-lactamase in detergent-free assay; P00811; AmpC nitrocefin hydrolysis, absorbance 480 nm, 0.0001% Triton; Potency, µM (doses to about 57.1 µM), for inactives: top-dose activity change, negative = inhibition, most hits filed as inhibitors; 330,000 compounds, 0.52% hits; AID 485341;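 also: potency is read from the fitted curve at half-maximal effect; plate controls were no compound for no effect and no enzyme for full effect; nearly all actives have a fitted effect of over 20% in size; some results filed as inactive show a strong effect at the top dose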
Target sequence (P00811 whole entry, looked up): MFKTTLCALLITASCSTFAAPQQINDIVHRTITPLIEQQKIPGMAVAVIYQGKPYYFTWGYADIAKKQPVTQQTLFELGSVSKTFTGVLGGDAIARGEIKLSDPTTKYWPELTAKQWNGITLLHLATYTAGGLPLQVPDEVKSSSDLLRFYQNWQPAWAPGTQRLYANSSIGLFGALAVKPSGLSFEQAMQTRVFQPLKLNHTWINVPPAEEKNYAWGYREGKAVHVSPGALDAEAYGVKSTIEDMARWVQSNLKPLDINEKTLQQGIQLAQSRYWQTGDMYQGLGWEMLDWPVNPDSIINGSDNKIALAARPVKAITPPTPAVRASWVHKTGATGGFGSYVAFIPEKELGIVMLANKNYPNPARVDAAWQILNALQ
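20 mM phosphate pH 7.0 + 0.01% (detergent screen) or 0.0001% Triton X-100; 5.3 nM AmpC reagent; cpd preinc 15 min RT; nitrocefin (800 uM stock) to start; A480 q20 s × 4 min; Activity was normalised to no-enzyme and no-compound control wells.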
AmpC detergent: blocks E. coli AmpC beta-lactamase in detergent assay; P00811; AmpC hydrolysis of nitrocefin, absorbance 480 nm, 0.01% Triton; Potency, µM (top dose mostly 114 µM), inactives show at the highest dose activity change, negative = inhibition, hits mostly inhibitors; 370,000 compounds, 0.041% hits;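 also: potency is read from the fitted curve at half-maximal effect; 0% = no-compound wells and -100% = no-enzyme wells; nearly all actives have a fitted effect of over 25% in size; some results filed as inactive show a strong effect at the top dose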
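20 mM phosphate pH 7.0 + 0.01% (detergent screen) or 0.0001% Triton X-100; 5.3 nM AmpC reagent; cpd preinc 15 min RT; nitrocefin (800 uM stock) to start; A480 q20 s × 4 min; Activity was normalised to no-enzyme and no-compound control wells.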
HCMV inh: human cytomegalovirus inhibition; HFF cells, HCMV-luciferase reporter, 72 h; active compounds read low; activity change, negative = inhibition, % at 57.5 µM; 410,000 compounds, 4.5% hits; AID 1259415; in the data active = activity change below about -60%; inconclusive = no clear call, values can overlap the other calls; inactive = above about -39%
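Cell-based, HFFs, 1000 cells/well, 16 h 37C; cpds in DMSO + HCMV-luc, MOI 1 PFU/cell; 72 h 37C; OneGlo luminescence after 5 min RT; norm. to buffer vs Salinomycin 10uM.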
LmPK inhibitor: LmPK (Leishmania mexicana) enzyme inhibition | purified LmPK, Kinase-Glo ATP luminescence, 1 h | AID 1721 | Q27686 | 290,000 compounds, 0.37% hits | Potency, µM (top dose mostly 57.5 µM), inactives show at the top dose activity change, negative = inhibition, actives largely listed as inhibitors; also: potency is read from the fitted curve at half-maximal effect
Target sequence (Q27686 whole entry, looked up): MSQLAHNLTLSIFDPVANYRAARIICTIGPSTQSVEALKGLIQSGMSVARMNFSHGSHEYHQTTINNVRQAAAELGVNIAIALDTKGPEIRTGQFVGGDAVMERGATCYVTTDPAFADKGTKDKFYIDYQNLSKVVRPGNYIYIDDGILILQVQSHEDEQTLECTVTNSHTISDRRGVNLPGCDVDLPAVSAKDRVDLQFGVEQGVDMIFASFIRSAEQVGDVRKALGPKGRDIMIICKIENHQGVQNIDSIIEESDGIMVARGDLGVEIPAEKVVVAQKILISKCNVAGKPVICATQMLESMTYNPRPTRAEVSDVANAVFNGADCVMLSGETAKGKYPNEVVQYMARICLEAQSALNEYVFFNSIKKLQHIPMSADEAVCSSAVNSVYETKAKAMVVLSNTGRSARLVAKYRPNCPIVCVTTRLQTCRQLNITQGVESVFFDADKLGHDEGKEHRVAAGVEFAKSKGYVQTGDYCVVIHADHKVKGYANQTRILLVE
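Purified LmPK (0.1 nM) converted ADP (0.1 mM) to ATP with PEP (0.5 mM) in imidazole buffer pH 7.2 with KCl and MgCl2, 1 h at room temperature. ATP was read by Kinase-Glo luminescence; data normalized to uninhibited and no-enzyme controls.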
Sm TGR inh: S. mansoni TGR enzyme inhibition. Q962Y6. purified TGR, DTNB reduction, TNB absorbance 405 nm. Potency, µM (doses to about 114 µM), inactives show at the top dose activity change, negative = inhibition, usual class: inhibitors. 360,000 compounds, 3% hits; also: potency is read from the fitted curve at half-maximal effect; nearly all actives have a fitted effect of over 60% in size
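TGR 20 nM + NADPH 100 uM (dispensed conc.), cpd preinc 15 min RT; start with NADPH (500 uM addition) then DTNB (15 mM addition). Kinetic TNB absorbance, 405 nm filter. Four-parameter Hill fit across titration.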
Tb PYK inh: inhibitors of Trypanosoma brucei pyruvate kinase; TbPYK enzyme, Kinase-Glo Plus ATP luminescence, 45 min; AID 624173; Potency, µM (top dose mostly 76.8 µM), inactives show top-dose activity, negative = inhibition, usual class: inhibitors; Q57TT1; 410,000 compounds, 0.12% hits; also: potency is read from the fitted curve at half-maximal effect; nearly all actives have a fitted effect of over 50% in size
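Assay buffer: 50 mM TEA pH 7.2, 100 mM KCl, 10 mM MgCl2, 0.05% BSA, 0.01% Tween-20. Pyruvate kinase from T. brucei plus substrate met compound, then ADP (130 uM final). Luminescence was read post 45 min RT.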
* marks the source's active call; other numbers are inactive results; ? = inconclusive; nt = no result given; & = joins results of further samples; [ ] = dose if it differs, or a comment. Unless noted, calls follow the shape of the dose curve; as a rule, active = well fitted curve in the direction sought with a large enough effect; inconclusive = small, poorly fitted or top-dose-only effect, or another doubt; inactive = no such curve, though single readings can be large; an effect the other way counts as inactive or inconclusive. Unless noted, % is scaled to controls: 0 for no effect and ±100 for the full control effect.

SMILES	AMA1-RON2 inh	AmpC inh no detg	AmpC detergent	HCMV inh	LmPK inhibitor	Sm TGR inh	Tb PYK inh
CNC1(C)[C@H]2CC[C@H](C2)C1(C)C (some centres undefined)	-1.5%	-0.9%	nt	13.4	nt	nt	13.2%
CC(C)(C)OC(=O)N(CCc1ccccc1)Cc1ccc(OCc2cccc(NC(=O)C3CC3)c2)cc1	-5.6%	nt	nt	?	nt	nt	-1.3%
COc1ccc(N2CCN(CC(O)COCc3ccccc3)CC2)cc1 (centres undefined)	-12.3%	-5.1%	1.3%	-25.6	1.2%	-2.1%	-16.4%
CN(C)CC(O)CN1C(=O)NC(C)(C)C1=O (centres undefined)	-3.4%	-17.9%	0.4%	6.9	1.3%	-6.0%[57.1 µM]	-6.1%
CCOC(=O)c1c(N)sc(C(N)=O)c1C	-9.6%	0.5%	-2.5%	-3.1	-1.0%	1.6%	-12.5%
COCC(=O)Nc1cc(Cl)c(OC)cc1OC	16.9%	-22.6%	1.2%	?	-3.8%	0.3%	-21.8%
COc1ccc(-n2nc(C(=O)NCC(=O)NCc3ccco3)c3ccccc3c2=O)cc1	-11.2%	-9.7%	-0.7%	-7.0	0.7%	0.0%	0.0%
Cc1ccc(S(=O)(=O)Nc2cccc(C(=O)NCc3cccnc3)c2)cc1F	-11.9%	-16.6%	1.3%	-30.2	nt	20.4%	0.9%
Cc1cccc(N2C(=O)NC(=O)/C(=C\c3cnn(-c4ccccc4)c3)C2=O)c1	3.3%	-30.3%	?	222.7	1.0%	-14.8%	?
O=C(c1ccncc1)c1ccc(NC(=O)c2cccs2)cc1	5.4%	-39.3%	2.0%	-21.2	4.5%	12.1%	3.0%
O=C(c1cccs1)N1CCc2c([nH]c3ccccc23)C1c1ccc(Cl)cc1 (centres undefined)	-13.3%	-15.3%	3.4%	?	7.1%	-23.4%	-0.3%
CCN(CC)C(=O)[C@H]1C[C@H](CC(=O)NCc2ccc(OC)c(OC)c2)C(=O)N2CCc3c([nH]c4ccc(Cl)cc34)[C@]12C	-12.1%	211.4%[activator]	nt	-25.5	nt	nt	-2.6%
COC(=O)c1sc2ncccc2c1OCc1c(Cl)cccc1Cl	1.2%	-14.9%	-6.0%	-21.7	0.1%	17.8%	7.2%
COc1cccc(CN2CC(C(=O)N(C)Cc3nc4ccc(F)cc4[nH]3)CCC2=O)c1 (centres undefined)	3.6%	33.5%	0.7%	-30.5	4.1%	-14.1%	-6.8%
COC(=O)N(NC(=O)C(O)(CCC(C)C)CCC(C)C)c1ccccc1	-6.2%	14.3%	?	?	1.7%	4.6%	-0.8%
CCCCOc1ccc(CSCCNC(=S)Nc2ccccc2)cc1	13.3%	-37.0%	-7.6%	?	-0.1%	4.2%	-3.6%
Cc1ccc(NC(=O)CCCn2c(=O)c3cccn3c3ccccc32)cc1C	nt	nt	15.7%	?	nt	6.0%	-0.6%
N#Cc1c(/N=C/c2c(O)n(Cc3ccco3)c(=O)[nH]c2=O)sc2c1CCCC2	-7.9%	-34.9%	?	0.8	10.5%	89.1µM*	?
CC(C)Oc1ccc(OCCn2c(S(=O)(=O)O)nc3c(N)ncnc32)cc1	34.3%[activator]	-38.2%	-0.8%	62.9	-5.7%	-18.0%	4.1%
CC1(C)Cc2c(C#N)c(NCCCO)nc(-c3ccccc3)c2CO1	0.5%	45.4%	5.1%	68.5	2.7%	-3.9%	0.3%

The final 2 records of the section before come first, to join the parts:
SMILES	AMA1-RON2 inh	AmpC inh no detg	AmpC detergent	HCMV inh	LmPK inhibitor	Sm TGR inh	Tb PYK inh
CC(C)Oc1ccc(OCCn2c(S(=O)(=O)O)nc3c(N)ncnc32)cc1	34.3%[activator]	-38.2%	-0.8%	62.9	-5.7%	-18.0%	4.1%
CC1(C)Cc2c(C#N)c(NCCCO)nc(-c3ccccc3)c2CO1	0.5%	45.4%	5.1%	68.5	2.7%	-3.9%	0.3%
Cc1nc(NC(=O)CSc2nnc(Cn3nnc4ccccc43)n2C)sc1C	-6.6%[2.32 µM]	-8.8%	0.5%	-18.8	-3.4%	5.4%	3.4%
CCOC(=O)c1ccccc1NC(=O)CSc1nc2[nH]ncc2c(=O)[nH]1	24.6%	-12.6%	-8.3%	-12.4	nt	-5.1%	10.9%
CN(C)CCN1C(=O)C(O)=C(C(=O)c2cc3ccccc3o2)C1c1ccccn1 (centres undefined)	nt	-18.5%	4.6%	nt	-4.6%	1.0%	nt
CCOc1ccc(NC(=O)c2ccc(NS(=O)(=O)c3cccc4cccnc34)cc2)cc1	-5.2%	nt	nt	-38.3	nt	nt	1.2%
Cc1ccccc1Cn1c(C)nc2ccccc21	-0.7%	6.6%	?	-86.7*	-2.9%	-20.9%	4.2%
CCN(CC)S(=O)(=O)c1ccc(S(=O)(=O)Nc2ccc3c(c2)oc2ccccc23)cc1	-9.9%	-27.5%	-2.7%	-31.1	1.5%	0.0%	-3.9%
Cc1ccc(S(=O)(=O)N(C)CC(=O)NCC(c2ccco2)N(C)C)cc1 (centres undefined)	-0.2%	0.2%	1.8%	0.0	nt	-29.2%	6.9%
CC1CCCCN1C(=O)CN1CCSc2ccccc21 (centres undefined)	nt	nt	5.1%	23.8	nt	-0.7%	11.7%
CCOC(=O)c1cc(-c2ccccc2)n(CCC(=O)N2CCN(c3ccccc3OC)CC2)c1C	-26.7%	328.4%[activator]	5.3%	-23.4	0.9%	-1.8%	0.9%
O=C(Nc1cccc(-c2cn3cccnc3n2)c1)c1cc(Br)ccc1Cl	nt	nt	-5.1%	-7.1	nt	-5.0%	2.1%
Cc1nc([N+](=O)[O-])c(C(=O)OCc2ccccc2C#N)n1C	-17.1%	-13.7%	-3.0%	-22.1	-0.2%	-1.0%	0.2%
Cc1ccc(S(=O)(=O)NCCCOC(=O)Nc2ccncc2)cc1	0.8%	-13.3%	-9.6%	-21.4	4.2%	-25.8%	0.7%
COC(=O)c1ccccc1NC(=O)C(C)NS(=O)(=O)c1ccc(OC)cc1 (centres undefined)	-6.9%	-5.0%	-1.0%	-7.2	3.6%	-0.6%	-8.4%
CCN(CC(=O)Nc1ccccc1OC)C(=O)CN1C(=O)NC2(CCCC2)C1=O	-11.3%	-3.2%	-16.2%	-8.1	nt	7.8%	1.3%
O=C(c1ccco1)n1nc(-c2ccc(Cl)cc2)nc1NCc1ccccc1	nt	nt	20.4%	-5.6	nt	-1.8%	2.4%
COC(=O)C1=C(C(=O)OC)[C@@H]2Nc3ccccc3[C@@]23C[C@@H](C(=O)OC)N(C(=O)c2cc(C)oc2C)C3=N1	-0.7%	nt	nt	146.2	-3.5%[11.5 µM]	nt	-4.9%
NC(=O)CSc1nnnn1-c1ccc2c(c1)OCCO2	1.4%	-21.3%	-0.1%	-6.4	-2.3%	-1.3%	-6.9%
CC1(C)CC2(CCO1)C(Nc1ccccc1)=NC(=S)N2c1ccccc1 (centres undefined)	-1.0%	5.5%	6.5%	?	8.6%	20.4%	-4.2%
Cc1nn(CC(=O)Nc2ccc(F)cc2)c(=O)c2ccccc12	-6.1%	-17.6%	1.9%	50.1	-0.4%	5.5%	-3.4%
O=C(O)/C(=C\c1ccc(Cl)cc1)c1ccc(S(=O)(=O)N2CCCC2)s1	-5.7%[11.6 µM]	-22.9%	?	-39.9	nt	-11.6%	2.5%
Cc1nnc(SCC(=O)N2CCC(c3noc4ccc(F)cc34)CC2)s1	-3.5%	16.8%	4.8%	-69.9*	4.7%	4.9%	-0.7%
Cc1ccc(NC(=O)Cn2c(/C=C/c3ccccc3)nc3ccccc32)cc1C	-1.9%	8.91µM*	3.6%	0.1	4.8%	-1.4%	4.1%
COc1ccc(-c2nnc(SCc3nnc(-c4ccc(Cl)cc4)o3)n2-c2ccccc2)cc1	33.4%[activator]	nt	2.0%	-20.2	-1.3%	14.4%	-9.8%
COc1ccc(CCNc2ncnc3sc(C)cc23)cc1OC	-10.4%	-17.6%	?	-69.8*	4.3%	-16.1%	-4.7%
COc1ccc(C(=O)N2CCN(C)C(=O)[C@@H]2C)cc1OC1CCN(C(C)C)CC1	0.5%	-18.3%	1.9%	-25.1	-12.4%	5.4%	-5.9%
CC(C)n1c(SCCCc2ccccc2)nc2c1c(=O)[nH]c(=O)n2C	-2.2%	-10.8%	?	102.0	0.8%	5.3%	-7.5%
Cc1cccc(NC(=O)C(=O)NCCc2sc(-c3ccccc3)nc2C)c1C	nt	nt	6.8%	21.4	nt	8.5%	-1.7%
Nc1nc(N)c(N=Nc2ccc(SCC(=O)O)cc2)c(=O)[nH]1	0.0%	-28.8%	-0.4%	-29.4	-6.0%	7.1%	0.8%
COc1ncnc(NS(=O)(=O)c2ccc(N)cc2)c1OC	-1.1%	-11.4%	-10.9%	1.0	nt	-8.3%	0.7%&5.1%
COc1ccc([N+](=O)[O-])cc1NC(=O)C(C)NNC(=O)c1cccc([N+](=O)[O-])c1 (centres undefined)	50.9%[activator][11.6 µM]	-29.2%	nt	-3.0	nt	nt	-9.7%
CCn1c(C)cc2c(c1=O)C(c1ccccc1Br)C(C#N)=C(N)O2 (centres undefined)	3.0%	-20.9%	-8.7%	45.5	1.3%	-10.0%	-0.9%
COc1ccc(C2C(C(=O)N3CCN(c4ccccc4F)CC3)c3ccccc3C(=O)N2C)cc1 (centres undefined)	15.7%	59.6%	-10.2%	-18.7	2.2%	6.3%	5.5%
CCN(Cc1ccncc1)C(=S)Nc1ccc(Cl)cc1	3.5%	-30.1%	-0.1%	-28.5	8.0%	6.1%	-1.4%
CCOC(=O)c1cc2c(N)c(C(=O)c3cc(C#N)c(SC)nc3C)sc2nc1C	3.0%	-17.7%	?	60.0	3.6%	-23.5%	-1.9%
CC(=O)Nc1cccc(C(=O)N/N=C/c2ccccc2F)c1	101.1%[activator]	-34.2%	11.5%	100.1	-14.8%	5.9%	1.1%
O=C(COC(=O)/C=C/c1ccco1)NCc1ccc(Cl)cc1	2.9%	-18.5%	-15.1%	20.3	nt	17.8µM*	-12.9%
Cc1nc2c(cnn2-c2ccccc2)c(=O)n1/N=C/c1ccccc1	-2.5%	-9.7%	-0.1%	-25.2	5.9%	8.4%	5.1%
Cc1cc(/C=C(\C#N)C(=O)NCc2ccco2)c(C)n1C1CCCC1	?	-28.8%	4.1%	33.7	4.9%	-30.3%	-2.7%

Source: PubChem BioAssay
